Compound activity from PubChem BioAssay.
USP28 block: blocks human USP28 ubiquitin-rhodamine cleavage | Q96RU2 | purified USP28, Ub-rhodamine cleavage fluorescence, 30 min | inhibition, % at 25 µM | actives 3% (n = 47,000) | AID 1645857
USP17 inh: human USP17-like deubiquitinase inhibition; purified USP17, Ub-rhodamine cleavage fluorescence, 3 h; inhibition, % at 50 µM; actives 6.5% (n = 47,000); AID 1645855
Target sequence (A8MUK1 whole entry, looked up): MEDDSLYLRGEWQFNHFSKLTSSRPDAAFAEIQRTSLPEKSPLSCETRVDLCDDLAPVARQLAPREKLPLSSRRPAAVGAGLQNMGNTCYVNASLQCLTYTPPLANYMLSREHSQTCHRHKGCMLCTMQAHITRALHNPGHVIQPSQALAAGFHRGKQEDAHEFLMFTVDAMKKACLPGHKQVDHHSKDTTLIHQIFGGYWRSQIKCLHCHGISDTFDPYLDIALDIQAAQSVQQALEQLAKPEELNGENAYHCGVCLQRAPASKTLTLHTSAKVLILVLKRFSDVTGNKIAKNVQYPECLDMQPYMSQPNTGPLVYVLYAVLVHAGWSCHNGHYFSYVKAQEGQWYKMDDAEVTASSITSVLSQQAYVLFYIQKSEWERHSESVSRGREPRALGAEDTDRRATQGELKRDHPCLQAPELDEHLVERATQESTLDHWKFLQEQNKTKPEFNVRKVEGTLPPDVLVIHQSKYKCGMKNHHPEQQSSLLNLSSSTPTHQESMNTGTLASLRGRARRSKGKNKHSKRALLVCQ
OTUD3 inh: blocks human OTUD3 ubiquitin-rhodamine cleavage; Q5T2D3; purified OTUD3, Ub-rhodamine fluorescence, 2 h; inhibition, % at 25 µM; actives 0.7% (n = 47,000)
USP7 inh: human USP7 deubiquitinase inhibition. inhibition, % at 20 µM. Q93009. purified USP7, Ub-rhodamine cleavage fluorescence. actives 0.3% (n = 47,000)
USP30 inh: blocks human USP30 ubiquitin-rhodamine cleavage. Q70CQ3. purified USP30, Ub-rhodamine cleavage fluorescence. inhibition, % at 25 µM. actives 5.3% (n = 47,000). AID 1645860
Target sequence (Q70CQ3 whole entry, looked up): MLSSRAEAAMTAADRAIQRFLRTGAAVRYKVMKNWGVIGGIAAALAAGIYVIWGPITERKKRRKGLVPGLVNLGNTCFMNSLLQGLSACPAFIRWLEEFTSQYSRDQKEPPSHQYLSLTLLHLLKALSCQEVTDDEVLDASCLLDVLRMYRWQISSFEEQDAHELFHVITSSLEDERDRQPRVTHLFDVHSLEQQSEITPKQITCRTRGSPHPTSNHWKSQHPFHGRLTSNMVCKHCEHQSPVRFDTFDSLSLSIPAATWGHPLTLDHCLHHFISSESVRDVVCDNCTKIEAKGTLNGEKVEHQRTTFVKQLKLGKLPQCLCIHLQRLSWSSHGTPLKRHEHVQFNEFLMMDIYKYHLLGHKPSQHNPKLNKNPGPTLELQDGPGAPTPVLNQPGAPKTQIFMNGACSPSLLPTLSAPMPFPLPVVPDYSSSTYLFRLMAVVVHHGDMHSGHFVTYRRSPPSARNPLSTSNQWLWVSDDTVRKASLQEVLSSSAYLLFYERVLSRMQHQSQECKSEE
UCHL1 block: inhibitors of human UCHL1 deubiquitinase | purified UCHL1, Ub-rhodamine cleavage fluorescence | actives 0.2% (n = 47,000) | AID 1645859 | inhibition, % at 20 µM | P09936
USP10 inh: human USP10 deubiquitinase inhibition. AID 1645856. Q14694. actives 1.1% (n = 47,000). inhibition, % at 20 µM. purified USP10, Ub-rhodamine fluorescence, 60 min
USP8 inh: blocks human USP8 ubiquitin-rhodamine cleavage; P40818; purified USP8, Ub-rhodamine cleavage fluorescence, 30 min; inhibition, % at 20 µM; actives 4.2% (n = 47,000); AID 1645853
Starred values were filed as active, the others as inactive; i = inactive; . = no result given. No stated cut-off is given here; in the data, active means inhibition above about 30%; inactive means the rest.

SMILES | USP28 block | USP17 inh | OTUD3 inh | USP7 inh | USP30 inh | UCHL1 block | USP10 inh | USP8 inh
Cc1oc2cc3oc(=O)c(CC(=O)N4CCC5(O)CCCCC5C4)c(C)c3cc2c1C (centres undefined) | 7 | 5 | 9 | -37 | 23 | 1 | -2 | 0
Cc1nn(-c2ccc(F)cc2)c(C)c1S(=O)(=O)N1CCC(C)CC1 | 12 | 5 | 21 | 5 | 15 | 5 | 5 | -4
Cc1oc(C2CCN(C(=O)NCc3cccc(F)c3)CC2)nc1C(=O)N1CCOCC1 | -49 | -40 | -35 | -6 | -125 | -7 | -3 | -27
Cc1nc2nc(C)c(CCC(=O)N3CCC(C)CC3)c(C)n2n1 | 0 | -1 | -2 | 0 | 0 | 0 | 0 | -2
CCn1nc(C(=O)OCC(=O)Nc2ccccc2Oc2ccccc2)c2ccccc2c1=O | 6 | 13 | 6 | 4 | 4 | 1 | 2 | 1
Cc1cc(-c2ccc(S(=O)(=O)NCc3ccc(Cl)cc3)s2)on1 | 59* | 77* | 3 | 8 | 59* | -1 | 8 | 0
COc1ccccc1NC1c2ncccc2C(=O)N1Cc1ccccc1 (centres undefined) | 0 | 10 | -7 | 0 | -40 | 1 | -4 | 4
O=S(=O)(Nc1cc(-c2ccncc2)no1)c1ccc(F)c(F)c1 | -8 | . | -9 | -1 | -26 | -2 | 2 | -47
N#Cc1cccc(S(=O)(=O)N2CCC(CN3CCCCC3)CC2)c1 | . | 2 | -2 | . | . | -1 | -1 | -3
COc1ccc(-c2cnc(NCc3ccc(Cl)cc3)nc2)cc1 | -12 | -7 | -7 | -1 | -236 | -4 | -1 | 0
O=C(NCCN1CCOCC1)c1ccc2ccc(N3CCOCC3)n2c1 | -50 | -29 | -34 | -4 | -213 | -2 | -5 | 2
O=C1CC(c2ccccc2)CC2=C1C(c1c[nH]c3ccccc13)N(C(=O)C1CC1)c1ccccc1N2 (centres undefined) | -8 | 11 | -12 | 3 | -62 | -1 | -1 | -20
COC(=O)c1c(NCc2ccccc2Cl)c2ccccc2[nH]c1=O | 6 | -1 | 10 | -32 | 25 | 2 | -1 | 3
Cc1nn(-c2ccccc2)c2[nH]c(=O)c(CNC3CCCCC3)cc12 | -6 | 0 | 0 | 3 | 0 | 0 | 1 | 1
COCCn1c(C)c(C)c(S(=O)(=O)c2ccccc2)c1NC(=O)c1cccc(F)c1 | -5 | . | 0 | -13 | -11 | -7 | -2 | -20
CC(OC(=O)c1ccc2c(c1)OCCO2)C(=O)NCC1CCCCC1 (centres undefined) | 22 | 29 | 9 | -2 | 53* | -1 | 1 | 3
O=S(=O)(c1ccc(Cl)cc1)n1ccc2cccnc21 | 5 | -7 | -1 | -24 | 6 | 2 | 1 | 1
O=C(NCCN1CCCCC1)c1[nH]nc2c1COc1ccccc1-2 | 10 | 9 | 10 | 4 | 22 | 2 | 0 | 20
COc1ccc(CNC(=O)CN2CCN(Cc3ccccc3C)C2=O)cc1 | 15 | 7 | 7 | 8 | 27 | 6 | -1 | 22
CCC(C(=O)NC1CCCC1)N(C(=O)Cn1nnc(-c2ccc(C)o2)n1)c1ccccc1C (centres undefined) | 7 | 5 | 3 | 8 | 23 | 4 | -3 | 16
Cc1ccc(C)c(N2CCN(C(=O)c3nc4cccnc4n(C)c3=O)CC2)c1 | -12 | -28 | -15 | -5 | -27 | -6 | -3 | -30
CN1CC2(COc3ccccc31)CN(S(=O)(=O)c1ccc(O)cc1)CCO2 (centres undefined) | 1 | -2 | -4 | 0 | -3 | 0 | 2 | 20
COc1ccc(-c2cc(C)no2)cc1S(=O)(=O)NCc1ccc2c(c1)OCO2 | 13 | 8 | 13 | 2 | 28 | 1 | -1 | 12
CC1=C(c2ccc(F)cc2)S(=O)(=O)N=C1Nc1cccc(F)c1 | 1 | -45 | 1 | 7 | 10 | -3 | 8 | 9
CCC/C=C\C#CC/C=C\CCCCCCCC(=O)O | 69* | 63* | 58* | 59* | -87 | 69* | 6 | -15

Three of the compounds above, with the structure last:
USP28 block | USP17 inh | OTUD3 inh | USP7 inh | USP30 inh | UCHL1 block | USP10 inh | USP8 inh | smiles
. | 2 | -2 | . | . | -1 | -1 | -3 | N#Cc1cccc(S(=O)(=O)N2CCC(CN3CCCCC3)CC2)c1
-12 | -7 | -7 | -1 | -236 | -4 | -1 | 0 | COc1ccc(-c2cnc(NCc3ccc(Cl)cc3)nc2)cc1
-50 | -29 | -34 | -4 | -213 | -2 | -5 | 2 | O=C(NCCN1CCOCC1)c1ccc2ccc(N3CCOCC3)n2c1

Continued:
SMILES | USP28 block | USP17 inh | OTUD3 inh | USP7 inh | USP30 inh | UCHL1 block | USP10 inh | USP8 inh
COc1cc(OC)c(S(=O)(=O)NC2CCCc3ccccc32)cc1NC(C)=O (centres undefined) | -10 | 22 | -1 | 4 | -3 | -4 | -4 | -1
COCCCNC(=O)C1c2ccccc2C(=O)N1Cc1ccc2c(c1)OCO2 (centres undefined) | -6 | 0 | 11 | -3 | 0 | -2 | 0 | 5
O=S(=O)(c1ccccc1)N1CCCCC1c1nnc(-c2cccnc2)o1 (centres undefined) | -5 | -6 | -2 | -1 | -6 | -2 | 0 | -20
CCC(=O)Nc1cccnc1-c1ccc(C(=O)NCc2ccc(OC)cc2)cc1 | 0 | -7 | 1 | 6 | -10 | 1 | 1 | -13
COc1ccc(-n2ncc3c(Nc4ccc(OCc5ccccc5)cc4)ncnc32)cc1 | -11 | -4 | 8 | 3 | -4 | -2 | 8 | 0
COc1cccc(C(=O)N2CCC3(CC2)NC(=O)c2ccccc2N3C)c1 | 2 | 9 | 14 | 0 | 8 | 1 | -1 | -3
Cc1cccc(NC(=O)N2CCC(CC(=O)N3CCCC3)CC2)c1 | 9 | -26 | 18 | 4 | 11 | 0 | 0 | 21
CCOc1ccccc1NC(=O)c1nnn(-c2ccccc2)c1-c1ccco1 | 10 | . | 12 | 15 | 29 | 6 | 5 | 26
FC(F)(F)Oc1ccc(CN2CCC(c3nc(-c4ccnnc4)no3)CC2)cc1 | -9 | -4 | -5 | -5 | 4 | -2 | -6 | 6
Cc1cccc2nc(C(=O)N3CC(C(=O)N4CCOCC4)Oc4ccccc43)cn12 (centres undefined) | -10 | -2 | -2 | 2 | -2 | 0 | 6 | -1
Cc1ccc(Cl)cc1N1CCN(C(=O)CN2C(=O)CCOc3ccccc32)CC1 | 1 | -1 | 0 | -5 | 0 | -2 | 1 | -6
CCN1C(=O)C2(CCN(C(=O)N(C)C)CC2)CC12CCNCC2 | 10 | 0 | 5 | 6 | 4 | 4 | 0 | -6
CSc1nc(N)c2c3c(sc2n1)COC(C(C)C)C3 (centres undefined) | 1 | 5 | 0 | -6 | -9 | 2 | 0 | 22
CNC(=O)C1CN(C(=O)Nc2ccccc2OC)CC12CCCC2 (centres undefined) | -4 | -1 | 0 | -1 | 7 | -2 | 0 | 2
O=c1[nH]c2ccccc2c(=O)n1CCc1nc(-c2ccc(F)cc2)no1 | -7 | 36* | -5 | 2 | 0 | 0 | 0 | -7
Cn1c(=O)c2c(nc(N3CCc4ccccc4C3)n2C)n(C)c1=O | 0 | -4 | 7 | 2 | 3 | 2 | -1 | -27
CCc1nc(-c2c(C)cc(C)nc2NC(=O)C2CCCC2)no1 | 5 | 4 | 5 | 0 | -63 | 2 | 1 | 13
COc1ccc(Nc2nnc(Cc3ccccc3)c(=O)[nH]2)cc1 | 0 | 12 | 0 | 8 | 16 | 1 | 11 | 25
Cc1ccc(-n2nnnc2SCC(=O)N(C)c2ccccc2)c(C)c1 | 2 | 7 | 0 | -2 | 7 | 2 | 0 | -231
COc1ccc(-c2noc(-c3nnn(CC(=O)Nc4ccc(OC)cc4OC)c3N)n2)cc1 | -37 | -26 | -19 | -103 | -98 | -9 | -5 | -23
Cc1cc(C)cc(NC(=O)Cn2cc(C(=O)N3CCCC3)c(=O)c3ccc(C)nc32)c1 | -3 | -10 | -2 | -9 | 5 | 0 | -8 | 9
O=C(Nc1ccc(Cl)cc1F)c1cc(=O)[nH]c2ccccc12 | -9 | -5 | -5 | -2 | -12 | 1 | 9 | -3
O=C(Nc1ccc2c(c1)OCCO2)c1cc(CN2CCCC2)on1 | 63* | -8 | -9 | -8 | -24 | -3 | 0 | -2
O=C(NCCc1ccccn1)c1nc(-c2ccc(-n3cccc3)cc2)no1 | 2 | -5 | -1 | -3 | 0 | -3 | 2 | -2
CSc1cccc(NC(=O)C2C3C=CC4(O3)C2C(=O)N(CCN2CCCCCC2)C4C(=O)NC2CCCCC2)c1 (centres undefined) | 7 | 6 | 11 | -27 | -102 | 1 | -4 | -34

Looked up by compound from the list above (five):
SMILES | USP28 block | USP17 inh | OTUD3 inh | USP7 inh | USP30 inh | UCHL1 block | USP10 inh | USP8 inh
O=C(Nc1ccc(Cl)cc1F)c1cc(=O)[nH]c2ccccc12 | -9 | -5 | -5 | -2 | -12 | 1 | 9 | -3
CCC(=O)Nc1cccnc1-c1ccc(C(=O)NCc2ccc(OC)cc2)cc1 | 0 | -7 | 1 | 6 | -10 | 1 | 1 | -13
CN1CC2(COc3ccccc31)CN(S(=O)(=O)c1ccc(O)cc1)CCO2 (centres undefined) | 1 | -2 | -4 | 0 | -3 | 0 | 2 | 20
O=C(NCCN1CCOCC1)c1ccc2ccc(N3CCOCC3)n2c1 | -50 | -29 | -34 | -4 | -213 | -2 | -5 | 2
CCC(C(=O)NC1CCCC1)N(C(=O)Cn1nnc(-c2ccc(C)o2)n1)c1ccccc1C (centres undefined) | 7 | 5 | 3 | 8 | 23 | 4 | -3 | 16

Continued.
SMILES | USP28 block | USP17 inh | OTUD3 inh | USP7 inh | USP30 inh | UCHL1 block | USP10 inh | USP8 inh
O=S(=O)(NCc1cnn2ccccc12)c1ccc2c(c1)OCCO2 | 15 | 17 | 10 | 2 | 4 | 1 | -2 | 2
COc1ccccc1N1CCN(C(=O)/C=C/c2ccc(OCc3ccccc3)cc2)CC1 | -7 | -1 | -6 | 3 | -13 | -1 | 5 | 1
COc1c(C2CCCN2C(=O)c2ccn(C)c(=O)c2)c(C)nn1C (centres undefined) | 10 | 17 | 9 | 0 | 25 | -1 | 3 | 28
Cc1nc2cc3c(cc2n1CC(=O)N1CCCCC1)OCCO3 | 1 | 5 | 0 | 4 | -5 | 3 | 1 | 14
CNS(=O)(=O)c1cc(C(=O)Nc2nnc(C3CC3)s2)ccc1Cl | 2 | -3 | 0 | 3 | 2 | 0 | 0 | -49
COCCn1cnc2c(-c3ccccc3)cn(CC(=O)NCc3ccccc3)c2c1=O | -15 | -5 | -13 | 2 | -28 | -1 | 5 | 0
Cn1c2ccccc2c(=O)c2c(=O)n(Cc3ccccc3)c(C3CCCCC3)nc21 | 9 | 15 | 12 | 8 | 42* | 0 | 5 | 0
COc1ccccc1OCCC(=O)Nc1ccc(C)cc1O | 3 | 0 | -4 | -15 | 0 | -3 | 0 | -1
CNc1nc(Nc2ccc(C)c(C)c2)c2cnn(C)c2n1 | -5 | -42 | -21 | 0 | -28 | -1 | 0 | -65
CC1(C(=O)NC2CCCCCC2)Cn2c(cc3occc32)C(=O)N1C1CCCCC1 (centres undefined) | -1 | -18 | -10 | -28 | -44 | -1 | -2 | 8
Cc1ccc(Cn2cc(S(=O)(=O)N3CCCCC3)ccc2=O)cc1 | 4 | 5 | 15 | -9 | 22 | 0 | 3 | 14
CC(=O)c1ccc(NC(=O)COC(=O)c2c[nH]c3ccccc23)cc1 | . | 34* | 4 | 4 | . | 2 | 4 | 0
Cc1cnc(C(=O)N2CC[C@H]3[C@H]2CCN3c2ccc(C)nn2)cn1 | -14 | -25 | -15 | -2 | -41 | -4 | -7 | -95
COc1cccc(-c2nc(C)c(C(=O)N3CCN(c4cccc(Cl)c4)CC3)s2)c1 | 13 | 6 | 11 | 10 | 24 | 6 | 9 | 27
O=C(CSc1nnc(-c2cccnc2)o1)Nc1ccc(F)cc1 | 3 | 16 | 12 | 8 | 27 | 2 | 0 | 16
COC1=CC(=O)c2c(O)c3c(c(C)c2C1=O)C[C@@]1(O)[C@H](O[C@H]2CC[C@H](O[C@H]4C[C@@](C)(O)[C@H](OC(=O)c5c(C)ccc(C)c5O)[C@H](C)O4)[C@@H](C)O2)C(=O)C(C(C)=O)=C(O)[C@@]1(O)C3=O | 63* | 22 | 53* | 55* | -79 | 58* | -6 | -90
CS(=O)(=O)N1CCCc2cc(C(=O)Nc3ccc(Oc4ccccc4)cc3)ccc21 | 54* | -14 | -12 | 1 | -18 | 2 | 8 | 5
N[C@@H]1CC[C@H](O)[C@@H](N2CCc3ccccc3C2)[C@@H]1O | 4 | 6 | 7 | 4 | 17 | 0 | 1 | 4
COc1ccc(Cl)cc1C(=O)Nc1ccc(-n2c(C)nc3ncccc3c2=O)cc1C | 4 | 17 | 6 | 3 | 17 | 3 | -2 | 8
CN1CCCc2cc(C(CNC(=O)c3ccc4c(c3)OCO4)N3CCCC3)ccc21 (centres undefined) | -188 | -123 | -187 | -24 | i | -25 | -7 | -133
